# PglD inh: C. jejuni PglD acetyltransferase inhibitors, primary screen, biochemical, DTNB colorimetric, single point. inhibition, % at 12.5 µM. purified PglD enzyme, DTNB colorimetric CoA detection. UDP-N-acetylbacillosamine N-acetyltransferase PglD (Campylobacter jejuni). hit rate 0.098% among 360,000; in the data active = inhibition above about 16%, passing the limit was not always enough; note: strong numbers were not always called active
# ARNT TACC3 PPI: disruptors of ARNT/TACC3 protein interaction, primary screen, biochemical, AlphaScreen, single concentration | Transforming acidic coiled-coil-containing protein 3 (Homo sapiens), Q9Y6A5 | AlphaScreen His-ARNT PAS-B/GST-TACC3 binding, luminescence; TACC3 fragment carries E629A point mutation | inhibition, % at 9.99 µM | hit rate 0.66% among 390,000 | AID 623870, 2012;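 active = mean inhibition of replicates at least 50% and at least half of replicates each reaching 50%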;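 note: 0% = complete ARNT plus TACC3 wells and 100% = ARNT alone without TACC3; many hits fall short of the cut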
# esBAF inh: Bmi1 luciferase reporter increase in mESCs, primary screen, esBAF inhibitor project, mouse ES cells, Bmi1 luciferase knock-in, single point; 24 h; 100% = twice the neutral-well signal; reporter increase, % at 12.5 µM; hit rate 2% among 350,000; AID 602393, 2012; in the data active = activation above about 40%;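 note: 0% = median of the plate's neutral control wells and 100% = double that signal; a rise in the Bmi1 reporter signal indicates esBAF inhibition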
# RAD52 anneal inh: RAD52 DNA annealing inhibitors, primary screen, biochemical, FRET, single point, set 2; AID 651710, 2012; recombinant RAD52 DNA annealing, FRET fluorescence; hit rate 0.46% among 360,000; inhibition, % at 18.7 µM;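 active = every replicate showing at least 50% inhibition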
# CASP6 VEID inh: human caspase-6 inhibitors, primary screen, biochemical, VEID-R110 fluorescence, single point, set 2; P55212; purified caspase-6, Z-VEID-R110 cleavage fluorescence; inhibition, % at 12.5 µM; hit rate 0.53% among 350,000;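 active = mean inhibition across replicates at least about 35%, with every replicate also reaching that limit, limit read from the data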;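 note: 0% = median of neutral control wells and 100% = no fluorescence left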
# Target sequence (P55212 24-179 limits assumed): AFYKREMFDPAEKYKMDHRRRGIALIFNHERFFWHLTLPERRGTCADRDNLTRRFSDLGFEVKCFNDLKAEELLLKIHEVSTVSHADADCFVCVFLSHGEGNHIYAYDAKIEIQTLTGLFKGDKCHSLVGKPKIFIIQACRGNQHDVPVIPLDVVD
# Target sequence (P55212 194-293 limits assumed): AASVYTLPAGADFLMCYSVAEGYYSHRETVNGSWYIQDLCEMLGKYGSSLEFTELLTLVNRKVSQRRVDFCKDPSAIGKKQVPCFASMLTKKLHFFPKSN
# ERp5 inh: inhibitors of ERp5-driven insulin aggregation, primary screen, biochemical, turbidity, absorbance 650 nm, single point; inhibition, % at 9.99 µM; hit rate 0.05% among 350,000; AID 651711, 2012; 90 min;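 active = mean replicate inhibition above about 25%, with every replicate also reaching it, limit read from the data, passing the limit was not always enough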
# RAD54 branch: inhibitors of human RAD54 branch migration, primary screen, biochemical, fluorescence, single point. RAD54 Holliday junction branch migration, FAM/BHQ fluorescence. inhibition, % at 10.4 µM. hit rate 0.14% among 360,000. AID 602329, 2012;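 active = mean normalized replicate activity at least 40 and at least half of replicates scoring 40 or more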;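 note: 0% = median of neutral control wells and 100% = median of positive control wells; inhibitors cause a drop in the FAM fluorescence signal; in these data hits start at about 50%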
# E-sel inducer: E-selectin induction in HUVECs, primary screen, imaging, HUVEC, immunofluorescence imaging, single point | P16581 | normalized: neutral wells 0, TNF-alpha wells 100 | activation, % at 7.58 µM | hit rate 0.37% among 260,000 | AID 686992, 2013;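 active = mean E-selectin-positive cell signal at least 10% of the positive control, reached in at least 60% of replicates, without over 20% cell loss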;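 note: in these data hits start at about 27%; measured in HUVEC primary endothelial cells; signal is the percent of cells scored E-selectin positive by PE staining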
# Target sequence (P16581 whole entry, looked up): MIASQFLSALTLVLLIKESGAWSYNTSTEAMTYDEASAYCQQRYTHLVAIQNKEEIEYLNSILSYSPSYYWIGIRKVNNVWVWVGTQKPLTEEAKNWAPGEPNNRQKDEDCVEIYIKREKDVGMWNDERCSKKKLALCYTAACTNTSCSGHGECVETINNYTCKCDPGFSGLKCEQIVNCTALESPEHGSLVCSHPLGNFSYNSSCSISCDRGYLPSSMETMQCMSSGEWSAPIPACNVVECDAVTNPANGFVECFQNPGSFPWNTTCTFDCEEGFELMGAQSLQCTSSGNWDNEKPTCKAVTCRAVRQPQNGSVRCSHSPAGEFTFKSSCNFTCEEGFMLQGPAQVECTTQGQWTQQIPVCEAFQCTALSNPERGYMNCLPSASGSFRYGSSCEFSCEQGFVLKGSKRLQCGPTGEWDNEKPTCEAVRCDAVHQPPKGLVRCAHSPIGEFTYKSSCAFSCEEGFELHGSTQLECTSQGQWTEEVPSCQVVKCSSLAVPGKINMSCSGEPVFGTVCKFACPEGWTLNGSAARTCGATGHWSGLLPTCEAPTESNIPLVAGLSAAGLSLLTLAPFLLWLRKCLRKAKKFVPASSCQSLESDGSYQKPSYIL
#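 Test system: HUVEC | Signal: Immunofluorescence imaging | Read-out: Percent E-selectin-positive cells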
# The depositor's hits bear a star; . = not tested or not shown; & = joins results of further samples. Compounds were not picked by outcome. About 3.2% of those tested had a hit in this group.
SMILES,PglD inh,ARNT TACC3 PPI,esBAF inh,RAD52 anneal inh,CASP6 VEID inh,ERp5 inh,RAD54 branch,E-sel inducer
COc1cc(NC(=O)c2ccc(-c3cn[nH]c3)c3ccoc23)cc(OC)c1OC,-7,.,7,3,-3,14,15,-0.1
CCO[C@@H]1OC(C(=O)N2CCCCCCC2)=C[C@H](c2ccc(C(F)(F)F)cc2)[C@H]1CCCO,-3,-4,3,-2,7,-1,6,0.0
CCOC(=O)N1CCN(C(=O)CNC(=O)c2ccc(Br)cc2)CC1,-2,0,3,0,-1,-2,2,.
CC(=O)NC(Cc1ccccc1)C(C)=O (stereo unspecified),0,0,4,-11,0,17,-2,.
CCOC(=O)C1CCCN(CC(=O)Nc2cccc(C(C)=O)c2)C1 (stereo unspecified),.,-4,.,-9,29,-3,.,-0.9
c1ccc(CCc2cn(C[C@H]3CC[C@@H]([C@@H]4CC[C@H](Cn5cc(CCc6ccccc6)nn5)O4)O3)nn2)cc1,-4,-17,3,-3,-1,-4,5,-0.2
CCC(=O)N1[C@H](CO)[C@@H](c2ccccc2)[C@@H]1CN(CC)C(=O)NC1CCCC1,-2,-2,1,-3,-1,3,-6,-0.4
c1ccc(C2[C@H]3CN(CC4CCCCC4)[C@H](c4ccccc4)C34CC2(c2cccnc2)C4)cc1 (stereo partly specified),-1,.,21,-40,-2,1,5,0.8
CO[C@@H]1CN(C)C(=O)c2ccc(NC(=O)Nc3ccccc3F)cc2OC[C@H](C)N(C(C)=O)C[C@@H]1C,0,-3,0,2,0,-10,-1,0.1
Clc1ccc(NC2=NCCC2)cc1Cl,-1,-1,-1,.,.,.,12,.
CCOc1ccc(-n2c(COc3ccccc3)nnc2SCC(N)=O)cc1,-6,-5,-1,.,.,.,-16,.
CC(=O)N1CCCc2cc(S(=O)(=O)N3CCC(C)CC3)ccc21,5,8,.,-7,2,6,-4,.
Cc1noc(C)c1C(=O)N1CCCC(C)(C(=O)NS(=O)(=O)C2CC2)C1 (stereo unspecified),1,.,-3,-9,-2,1,6,-0.1
COc1cc2[nH]c(=S)n(NC(=O)CC(C)C)c(=O)c2cc1OC,-11,4,-3,.,.,.,-2,.
O=C(c1cccc(Cl)c1)N(Cc1cccs1)C1CCS(=O)(=O)C1 (stereo unspecified),-4,-7,-4,.,.,.,-6,.
N#C[C@H]1[C@@H](c2ccccc2-c2cccc(F)c2)[C@@H](CO)N1C(=O)Cc1cccnc1,.,.,.,-6,-1,-6,.,0.0
O=C(CN1C(=O)C2CC=CCC2C1=O)NC1CCCc2ccccc21 (stereo unspecified),3,-1,-5,.,.,.,4,.
CC(=O)Nc1ccc(NC(=O)c2ccccc2Sc2ccc([N+](=O)[O-])cc2Cl)cc1,2,8,-4,-3,8,-3,-3,.
Cc1cc2nc(SC(C)C(=O)O)[nH]c2cc1C (stereo unspecified),-4,-10,-4,.,.,.,7,.
O=C(CCC1CCCCC1)Nc1nncs1,-7,1,0,-20,-3,7,1,.
Cc1ccc(C)c(NC(=O)CSc2nnc(CNC(=O)c3ccco3)n2C)c1,-3,-2,-10,-6,1,2,-7,.
N#CCC(=O)N1CCn2c1nc1ccccc12,-4,0,1,.,.,.,0,.
CCCn1c(SC(C)C(=O)NCC2CCCO2)nc2sc(CC)cc2c1=O (stereo unspecified),-2,2,0,-8,0,-5,-10,-0.1
NS(=O)(=O)c1ccc(NC(=O)CN2C(=O)CCC2=O)cc1,.,-6,-3,-11,10,-1,.,-0.3
C#CCOCCOCCOCCNc1nc(N2CCN(C(=O)Cn3cc(CCO)nn3)CC2)nc(N2CCN(C(=O)[C@H](C(C)C)n3cc(CCO)nn3)CC2)n1,-1,-5,-5,16,-2,2,-12,0.1
NC(=S)NN=CCn1cc([N+](=O)[O-])c(=O)[nH]c1=O,-4,-27,3,-5,1,-8,-1,-0.5
CN1c2ccsc2/C(=N/Nc2ccc(F)cc2)CS1(=O)=O,0,.,64*,-8,-1,-11,5,.
C[C@@H]1CN([C@@H](C)CO)C(=O)c2cc(NC(=O)NC3CCCCC3)ccc2O[C@@H](C)CCCCO[C@H]1CN(C)C(=O)C1CCCCC1,11,-23,5,21,2,-1,-3,.
OCCC1CN(Cc2ccc(F)cc2)CCN1CCc1ccccc1 (stereo unspecified),12,-14,-4,-6,-2,1,-5,0.1
O=C1/C(=C/c2ccccc2)CN(C(=O)CCN2CCOCC2)C/C1=C\c1ccccc1,.,.,.,16,11,1,.,-0.2
CC(=O)NC[C@@H]1[C@@H](c2ccc(-c3ccccc3)cc2)[C@H](CO)N1C(=O)C1CCC1,1,-12,-1,-84,3,4,-9,0.6
c1cc(-c2ccc(C3[C@H]4CNC[C@@H]3N4CC3CCCCC3)cc2)ccn1 (stereo partly specified),.,.,.,-14,-11,0,.,0.0&0.0
CCOc1cc(/C=C(\C#N)C(=O)NCC2CCCO2)ccc1O (stereo unspecified),-2,-3,.,-5,-1,4,5,0.3
Cc1ccc(S(=O)(=O)N(C)C[C@H]2Oc3cc(C#CC4CCCC4)ccc3S(=O)(=O)N([C@@H](C)CO)C[C@H]2C)cc1,0,-1,0,-8,-1,-9,6,-0.2
CC(C)c1ccccc1OCCNC(=S)NC(=O)c1cccnc1,1,-1,8,-13,-4,5,-12,0.5
O=C(C[C@H]1C[C@H]2c3cc(NC(=O)c4ccc5c(c4)OCO5)ccc3O[C@H]2[C@@H](CO)O1)NCCN1CCCCC1,4,11,8,12,-41,0,-2,0.8
COc1ccc(Nc2nc3ccccc3nc2NS(=O)(=O)c2cccs2)cc1,-3,5,0,.,.,.,-2,-1.1
CC(=O)N1CCN(c2ccc(NC(=O)c3ccccc3Cl)cc2)CC1,-2,0,-2,-3,-3,5,5,0.2
COc1cccc(CNC(=O)COC(=O)C23CC4CC(CC(Cl)(C4)C2)C3)c1,-2,-4,-5,-19,0,4,-4,-0.1
CCN(CC)CCNC(=O)Cn1cnc2sc(C)c(S(=O)(=O)N3CCN(c4ccccc4OC)CC3)c2c1=O,-4,0,-4,-14,-1,-4,-6,-0.1
CC(C)(C)CN1C(=O)C(=O)NC[C@H]1Cc1cccc2ccccc12,-2,-1,-2,8,0,4,-7,0.4
Cn1cc([N+](=O)[O-])c(C(=O)Nc2ccc(-c3nc4ccccc4o3)cc2)n1,.,-7,.,-18,-8,5,.,.
C=CCn1c(-c2cccc(S(=O)(=O)N3CCOCC3)c2)n[nH]c1=S,-5,3,1,-9,4,12,-2,0.2
NC(=O)c1ccc(NC(=O)c2ccc3c(c2)OCO3)cc1,-7,5,22,7,2,-5,-1,.
COc1cccc(S(=O)(=O)N(C)C[C@H]2OCc3cnnn3CCCC(=O)N([C@@H](C)CO)C[C@H]2C)c1,-3&-3,-6,-1&0,-13&14,-3&-1,3&-4,6&2,-0.4
O=C(NCCN1CCOCC1)c1noc2c1CCc1ccccc1-2,9,4,22,-12,-1,2,-15,.
CC(C)(C)OC(=O)N1CCC[C@@H]1C(=O)N1CCC(C(=O)O)CC1,-5,-9,-4,.,.,.,-2,.
CCOc1ccc(NC(=O)CN(C)C(=O)c2cccnc2Sc2ccc(Cl)cc2)cc1OCC,-1,2,.,-12,1,5,-2,0.8
COc1ccc(S(=O)(=O)N[C@@H]2CC[C@H](CCNC(=O)c3ccccc3F)O[C@H]2CO)cc1,-1,.,13,10,.,-2,5,0.5
CCC(C)(C)C1CCC(NC(=O)c2ccc(S(=O)(=O)N3CCOCC3)cc2)CC1 (stereo unspecified),0,.,-25,-12,1,-2,-3,.

# Next records
SMILES,PglD inh,ARNT TACC3 PPI,esBAF inh,RAD52 anneal inh,CASP6 VEID inh,ERp5 inh,RAD54 branch,E-sel inducer
Cc1ccc(S(=O)(=O)N/N=C\c2cn(CC(N)=O)c3ccccc23)cc1C,0,.,-3,-31,4,17,-12,0.2
CSc1ccccc1OCc1cc(C(=O)NCc2ccc(C)s2)no1,-1,2,-5,-14,1,2,4,-1.5
CC1CC(C)CN(C(=O)COC(=O)c2cc3ccccc3cc2O)C1 (stereo unspecified),-3,1,20,.,.,.,1,.
CCN(CC)c1ccc(NC(=O)COC(=O)CCc2cc(OC)c(OC)c(OC)c2)cc1,5,.,-5,-3,-3,-1,-5,0.0
CCC(CC)n1c(C)cc(=O)n1C(CC)CC,.,1,.,2,1,3,.,-0.4
CN(C)c1ccc(C=C2C=Cc3ccccc32)cc1,-3,1,-11,-32,-1,0,0,.
CCn1c(=S)sc2c(=O)n(CC(=O)Nc3ccccc3C(F)(F)F)c(C)nc21,-5,-2,9,-17,0,6,-1,.
CC(C)Oc1cccc(C(=O)C2CCCN(Cc3ccc(Oc4ncccn4)cc3)C2)c1 (stereo unspecified),.,1,.,-22,-2,3,.,.
O=C1/C(=C/c2cccs2)Sc2ccccc21,6,-11,.,0,-2,-3,1,0.2
Cc1ccc(/C=N/c2sc(Cc3ccccc3)c(C)c2C(N)=O)o1,2,4,11,-97,9,8,-7,-2.0
O=C(CN1CCOCC1)N1CCCCN2[C@H](CO)[C@H](c3ccc(Br)cc3)[C@H]2C1,2,0,4,-19,0,1,-6,-0.2

# Filtered by structure: those above containing a thiophene ring, fused or not
SMILES,PglD inh,ARNT TACC3 PPI,esBAF inh,RAD52 anneal inh,CASP6 VEID inh,ERp5 inh,RAD54 branch,E-sel inducer
O=C(c1cccc(Cl)c1)N(Cc1cccs1)C1CCS(=O)(=O)C1 (stereo unspecified),-4,-7,-4,.,.,.,-6,.
CCCn1c(SC(C)C(=O)NCC2CCCO2)nc2sc(CC)cc2c1=O (stereo unspecified),-2,2,0,-8,0,-5,-10,-0.1
CN1c2ccsc2/C(=N/Nc2ccc(F)cc2)CS1(=O)=O,0,.,64*,-8,-1,-11,5,.
COc1ccc(Nc2nc3ccccc3nc2NS(=O)(=O)c2cccs2)cc1,-3,5,0,.,.,.,-2,-1.1
CCN(CC)CCNC(=O)Cn1cnc2sc(C)c(S(=O)(=O)N3CCN(c4ccccc4OC)CC3)c2c1=O,-4,0,-4,-14,-1,-4,-6,-0.1
CSc1ccccc1OCc1cc(C(=O)NCc2ccc(C)s2)no1,-1,2,-5,-14,1,2,4,-1.5
O=C1/C(=C/c2cccs2)Sc2ccccc21,6,-11,.,0,-2,-3,1,0.2
Cc1ccc(/C=N/c2sc(Cc3ccccc3)c(C)c2C(N)=O)o1,2,4,11,-97,9,8,-7,-2.0

# Complete entries from above:
# CCN(CC)c1ccc(NC(=O)COC(=O)CCc2cc(OC)c(OC)c(OC)c2)cc1 in the list: PglD inh = 5; ARNT TACC3 PPI = .; esBAF inh = -5; RAD52 anneal inh = -3; CASP6 VEID inh = -3; ERp5 inh = -1; RAD54 branch = -5; E-sel inducer = 0.0
# CC1CC(C)CN(C(=O)COC(=O)c2cc3ccccc3cc2O)C1 (stereo unspecified) in the list: PglD inh = -3; ARNT TACC3 PPI = 1; esBAF inh = 20; RAD52 anneal inh = .; CASP6 VEID inh = .; ERp5 inh = .; RAD54 branch = 1; E-sel inducer = .

# Source: PubChem (Broad Institute)
